# Screens (PubChem)
# PhoP inhibition: PhoP-dependent GFP reporter repression – Salmonella Typhimurium, primary screen (AID 1863). inhibition, % at 50 µM, or IC50 in µM where a hit was titrated. S. Typhimurium PhoP-regulated promoter GFP reporter, 4 h; higher % means a stronger effect. 0.16% of 300,000 active;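 active = inhibition over 29.93%, a cutoff 3 SD above the screen mean, later confirmed by dose response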;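 also: 0% = low Mg2+ inducing control and 100% = high Mg2+ repressing control; strong numbers were not always called active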
# Dynein cargo inh: blocks dynein driven cargo transport along microtubules | 3617.4 mouse cells, GR-EGFP nuclear translocation imaging; test concentration mostly 20 µM; stimulated with dexamethasone, 1 µM; active compounds read low | z-score, hits read low | 0.47% of 220,000 active;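 active = plate z-score of nuclear minus cytoplasmic receptor signal below a set negative limit, without overly bright fluorescence or cell loss, cut at about -3.5 in these data, passing the limit was not always enough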;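 also: z-score of nuclear minus cytoplasmic ring GR-EGFP intensity difference per well; some compounds called inactive have numbers as strong as hits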
#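 Buffer or medium: Induction medium lacking tetracycline, stripped serum | Also added: Dexamethasone agonist, 1.0 µM final, for 30 min | Timing: 48 h induction, 1 h compound, 30 min dex at 37 °C | Detection: Formaldehyde fixation, Hoechst nuclear stain, 10x automated fluorescence imaging | Measure: Nuclear versus cytoplasmic GR-EGFP signal, averaged per well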
# b-catenin transl: modulators of beta-catenin nuclear translocation | AID 1665 | 0.3% of 190,000 active | HeLa beta-catenin nuclear translocation, immunofluorescence imaging | nuclear translocation activity, % at 5 µM;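 active = nuclear translocation activity above 50% at 5 µM, with a well cell count of 50 or more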;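 also: per-cell ratio of nuclear to cytoplasmic median beta-catenin stain intensity; plate controls were DMSO negative control for no effect and GSK-3 inhibitor IX positive control for full effect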
#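 assay system = human HeLa cells, endogenous beta-catenin | times = compound treatment 24 h, 37°C, 5% CO2 | detection = Anti-beta-catenin immunofluorescence on PFA-fixed, Triton-permeabilized cells, DAPI nuclei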
# MT stabilize HCS: stabilizes microtubules in HeLa cells | HeLa tubulin immunostaining HCS, 24 h; share of cells brighter than vehicle mean+2SD | % tubulin-high responders, % at 10 µM | 0.83% of 200,000 active;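 active = plate Z-score above 3 for both tubulin-high and condensed-nucleus cell shares, with cell loss under 80%, at 10 µM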;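 also: anti alpha tubulin signal scored within the nucleus-defined area of each cell; some results filed as inactive read as strong as hits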
# Autophagy mod: autophagy modulation, high-content screen | AID 463193 | MEF GFP-LC3 puncta imaging; test concentration mostly 10 µM | 0.98% of 190,000 active | calls only at 10 µM (by protocol);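 active = percentage of spot-positive cells more than 3 SD above its plate mean, without a fluorescence outlier flag or 80% toxicity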;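 also: spot-positive cell cutoff set from DMSO-treated cells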
# T cell modulator: T cell immune modulation candidate. 2C CD8+ T cell-vesicle binding, flow cytometry; active compounds read low. calls only at 7 µM. 0.068% of 330,000 active;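 active = response, share of CD8 T cells binding vesicles, and their 90th percentile fluorescence all below set limits, cut at about 80% in these data, passing the limit was not always enough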
#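 System: murine 2C transgenic CD8+ T lymphocytes; also added: QL9-loaded Drosophila micro-vesicles; times: binding 1.5 h at 37 °C; measured by: flow cytometry, PE anti-B7-1 (FL2) versus Alexa647 anti-CD8 (FL8), PFA-fixed; control set: Peptide-free naked vesicles (low) and QL9 vesicles with 0.7% DMSO vehicle (high)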
# Insulin prom up: MIN6 insulin promoter up-regulation | MIN6 insulin promoter-GFP reporter, high-content imaging; active compounds read high | z-score at 5 µM | 0.3% of 190,000 active | AID 1625;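 active = z-score above 3 at 5 µM with at least 500 cells counted in the well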
# Hep lipid drop: modulators of hepatic lipid droplet formation; AML12 mouse hepatocytes, oleate lipid droplets, BODIPY imaging; inhibition, % at 6.5 µM; 0.4% of 240,000 active; AID 1656;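 active = lipid droplet intensity inhibited by at least 50%, with more than 500 cells counted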
#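 Assay system: AML12 hepatocytes (mouse); Probe or stimulus: oleic acid at 100 µM to induce lipid droplet formation; Dosing: compound at 6.5 µM only; Schedule: compound with oleate, overnight; Detection: fluorescence imaging, 20x objective, two fields per well; Measure: % inhibition of lipid droplet signal.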
# CSM14.1 death rescue: protection against thapsigargin-triggered cell killing – 384-well, CSM14.1, ATP luminescence, primary screen (AID 1222); CSM14.1 thapsigargin-induced death rescue, ATP luminescence; higher % means a stronger effect; one-dose cellular ATP content (survival), % at 20 µM; EC50 in µM for titrated hits; 190,000 tested, under 10 active;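 active = EC50 below 50 µM in the dose-response confirmation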;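 also: death triggered by thapsigargin at about 15 µM added after 2 h compound pretreatment; cell ATP read after overnight thapsigargin exposure of roughly 18 to 22 hours; normalized against plate controls of thapsigargin alone and 5% DMSO vehicle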
# Dynein cargo inh cytoplasmic EGFP: also measured in Dynein cargo inh; calls as there; z-score; measured here: cytoplasmic GR-EGFP intensity; active compounds read high
# Dynein cargo inh nuclear GR-EGFP: further read-out of Dynein cargo inh, marked with its call; z-score; measured here: nuclear GR-EGFP intensity;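 lower value marks the stronger effect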
# Dynein cargo inh cell count: further read-out of Dynein cargo inh, marked with its call; z-score; measured here: cell count per field
# Insulin prom up cell count: further read-out of Insulin prom up, marked with its call; cell count; measured here: cytotoxicity, nuclei count;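 total cells summed across four imaged fields per well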
# Hep lipid drop cells 6.5 µM: further read-out of Hep lipid drop, marked with its call; cell count; measured here: cell count, cytotoxicity flag;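 cells counted across two imaged fields per well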
# b-catenin transl cell count 5 µM: second read-out of b-catenin transl, no call of its own (marks repeat the call); cell count; measured here: cell count, cytotoxicity flag
# T cell modulator vesicle-bound %: also measured in T cell modulator; calls as there; double positive events, %; measured here: CD8+ vesicle-bound cell fraction;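 binding gate set so that unloaded-vesicle control wells show 10% double positive cells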
# MT stabilize HCS Hoechst-high %: second read-out of MT stabilize HCS, no call of its own (marks repeat the call); % Hoechst-high responders; measured here: nuclear condensation Hoechst responders;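 share of cells brighter than vehicle mean plus two SD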
# MT stabilize HCS cytotoxicity %: also measured in MT stabilize HCS; calls as there; toxicity, %; measured here: cytotoxicity by cell density;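 0% = mean cell density of plate MIN control wells and 100% = no cells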
# Autophagy mod cell loss 18 h: also measured in Autophagy mod; calls as there; toxicity, %; measured here: cell loss, nuclei count;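 cell loss after 18 h compound exposure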
# * marks the source's active call; other numbers are inactive results; i = inactive; / = no result given; + = active, no number.
SMILES,PhoP inhibition,Dynein cargo inh,Dynein cargo inh cytoplasmic EGFP,Dynein cargo inh nuclear GR-EGFP,Dynein cargo inh cell count,b-catenin transl,b-catenin transl cell count 5 µM,MT stabilize HCS,MT stabilize HCS Hoechst-high %,MT stabilize HCS cytotoxicity %,Autophagy mod,Autophagy mod cell loss 18 h,T cell modulator,T cell modulator vesicle-bound %,Insulin prom up,Insulin prom up cell count,Hep lipid drop,Hep lipid drop cells 6.5 µM,CSM14.1 death rescue
CC(=O)Nc1ccccc1O,-2%,0.28,-0.22,0.34,0.48,-2.6,607,3.7,2.9,12,i,8,i,19,/,/,-6,733,-1.5%
COc1ccc(/C(O)=C2/C(=O)C(=O)N(CCN(C)C)C2c2cccnc2)cc1OC (stereo unspecified),2%,-0.14,-0.24,-0.47,0.85,-1.0,1019,2.2,2.8,7.2,i,4,i,57,-0.51,1595,3,647,-1.3%
O/N=C(/CCc1ccccc1)C1(O)CCCCC1,-10%,0.6,0.073,0.28,-0.32,/,/,0.9,1.0,0.1,i,-1,i,30,-0.7,879,2,747,-0.6%
CC(NC(=O)NC12CC3CC(CC(C3)C1)C2)C1CCCO1 (stereo unspecified),6%,-0.65,-0.26,-0.4,0.91,-2.1,1261,3.3,1.8,2.7,i,0,i,47,0.12,1199,-10,728,-1.6%
CCOC(=O)CSc1nc(N)nc(C)c1Cl,1%,-0.27,-0.26,-0.11,0.048,-1.1,1572,1.7,2.8,7.4,i,1,i,55,-0.03,1696,-7,620,-1.2%
CC(C)CC(NS(=O)(=O)c1ccc2c(c1)oc(=O)n2C)C(=O)NCc1cccnc1 (stereo unspecified),-1%,-0.88,-0.19,-0.24,0.67,/,/,3.1,3.2,7.2,i,10,i,25,0.04,896,/,/,0.6%
C=C(C)COc1ccc(-c2n[nH]c(C)c2-c2ccc(Br)cc2)c(O)c1,-2%,-1.1,-0.26,-0.6,0.084,/,/,26*,18*,51*,+,49*,i,37,/,/,/,/,-4.8%
CCNS(=O)(=O)c1ccc(CCC(=O)NCc2ccc(C)cc2)cc1,-6%,-0.31,-0.15,-0.15,0.49,-1.3,1031,4.8,1.7,8.3,+,14*,i,54,-0.28,1508,0,706,-1.7%
CC(=O)C1=C(C)NC(C)=C(C(C)=O)C1c1ccccc1,-2%,-0.57,-0.41,-0.79,1.6,0.7,1463,2.9,1.5,4.8,i,-9,i,19,0.16,1477,5,649,-1.2%
CSc1ccccc1-n1nnnc1SCC(=O)Nc1ccccc1C,-7%,-0.48,-0.34,-0.37,0.47,-11,1245,2.6,1.5,6.9,i,6,i,36,/,/,12,820,-3.6%
Cc1ccc(S(=O)(=O)CCC(=O)OC(C)C(=O)c2c(C)[nH]c3ccccc23)cc1 (stereo unspecified),6%,-0.6,-0.25,-0.59,0.45,/,/,2.1,3.7,11,i,-38,i,11,0.11,1374,-47,674,-1.1%
COc1ccc(CCn2cnc(=O)c(C#N)c2C)cc1OC,4%,0.51,-0.25,0.18,0.44,-0.1,1141,1.6,2.2,6.9,i,0,i,32,-0.11,1377,2,689,-9.7%
CC(C)(C)C(C(=O)O)N1CCS(=O)(=O)CC1 (stereo unspecified),1%,-1,-0.22,-0.42,0.2,-2.4,1039,1.7,2.0,5.3,i,-2,i,45,0.38,1268,5,718,/
Cc1ccc(-n2cc(-c3ccccc3)[nH]c2=O)cc1F,11%,0.45,-0.18,0.69,0.62,/,/,3.5,2.4,7.3,i,2,i,44,1.2,1251,-6,689,-3.2%
Cc1c(N)cc(C(=O)N2CCOCC2)cc1[N+](=O)[O-],-2%,-0.8,-0.34,-0.72,1.2,-1.0,926,1.4,2.6,7.8,i,19,i,39,/,/,-9,536,13%
Cn1c(SCC(=O)NCCN2C(=O)CSC2=O)nc2ccccc2c1=O,5%,0.56,0.015,0.36,0.39,1.8,1049,5.8,1.8,1.5,i,9,i,28,-0.22,1765,5,622,0.2%
N[C@@H](Cc1ccccc1)c1nnc(SCc2ccccc2F)o1,4%,-0.46,-0.17,-0.074,0.0089,-2.4,1183,3.4,1.7,2.1,i,-8,i,27,/,/,-9,687,0.0%
CCCn1c(SCC(=O)NCC2CCCO2)nc2c1c(=O)n(C)c(=O)n2C (stereo unspecified),-2%,0.4,-0.17,0.54,-0.78,2.0,1358,1.7,1.1,8.0,/,/,i,37,-0.22,1494,/,/,-0.5%
CCOC(=O)CC(=O)CSc1nc2nc(C)cc(C)n2n1,-12%,-0.36,-0.22,-4e-05,0.22,-0.3,948,3.6,3.2,4.8,i,-3,i,32,0.85,1060,-2,776,-1.9%
O=C(Cc1ccc(Br)cc1)Nc1cccc(Cl)c1,5%,0.25,-0.33,0.62,-0.13,1.4,872,7.2,1.8,8.9,i,14,i,50,0.13,1660,3,676,-0.4%
Cc1ccc(S(=O)(=O)NCCNC(=O)c2cc(OCC(F)(F)F)ccc2OCC(F)(F)F)cc1,-3%,0.031,-0.071,-0.16,0.75,-3.3,1433,1.6,0.8,2.8,i,-2,i,57,1.5,1220,/,/,-1.5%
Nc1cc(Cl)ccc1N1C(=O)CCC1=O,-5%,1.5,-0.25,0.52,-1.2,-1.2,1082,/,/,/,/,/,i,29,0.41,1515,8,657,/
COc1ccc(/C=N/NC(=O)CSc2ccccn2)cc1OC,7%,0.67,-0.18,0.47,-0.57,0.5,1342,/,/,/,/,/,i,60,-0.36,1526,-4,746,/
COc1ccc2[nH]c(C(=O)NCc3ccccc3)cc2c1,-5%,-0.15,-0.29,-0.096,0.79,0.6,1221,/,/,/,/,/,i,47,0.01,1088,2,709,/
CC1CCN(S(=O)(=O)N2CCC(C(=O)NC3CCCC3)CC2)CC1,-6%,-0.89,-0.3,-0.5,0.89,1.3,1037,2.3,3.4,9.1,i,-2,i,54,0.19,1313,-4,704,-0.4%
COC(=O)C1(c2ccccc2)NC(c2cccs2)C2C(=O)N(c3ccccc3)C(=O)C21 (stereo unspecified),0%,-0.7,0.47,-0.69,0.94,/,/,4.1,2.0,3.8,i,2,i,19,/,/,/,/,/
CCCCN(C)C(=S)Nc1ccc(Oc2ccccc2)cc1,10%,0.44,-0.18,0.4,-0.38,-1.0,1133,3.5,2.8,11,i,6,i,44,0.04,1464,-4,687,6.1%
COC(=O)C12CC3CC(C1)CC(n1cnc(Cl)n1)(C3)C2,4%,0.15,-0.2,0.15,-0.82,-3.0,1256,2.3,1.1,2.3,i,-4,i,7,0.04,1219,-3,678,0.6%
Nc1cnc(Nc2ccc(Br)cc2)nc1N,-7%,-0.55,-0.052,-0.33,0.14,0.1,1121,/,/,/,/,/,i,52,-0.03,1374,17,625,/
COc1cc(OC)c2ccc(=O)oc2c1C(CCN1CCN(c2ccccc2)CC1)c1ccc(N(C)C)cc1 (stereo unspecified),-3%,-0.43,-0.85,-0.16,0.56,-1.0,1123,/,/,/,/,/,i,32,-0.29,1123,-4,704,/
COc1cc(/C=N/N=C(/N)c2nonc2N)cc(Br)c1OCc1cccc(C)c1,4%,-0.38,0.01,0.11,0.44,-0.4,1162,1.4,1.0,5.4,i,5,i,18,-0.71,801,-3,825,-0.9%
CCCSc1nnc(CN2CCOCC2)n1C,12%,-0.43,-0.19,-0.22,0.63,-0.3,959,4.3,1.7,4.0,i,4,i,42,0.29,1654,6,683,-3.3%
CCOC(=O)C1(C)/C(=N/Nc2ccccc2OC)C(=O)C(=O)N1c1ccccc1 (stereo unspecified),8%,-0.55,-0.18,-0.12,0.22,-0.5,1458,1.5,1.6,3.1,i,-8,i,23,-0.83,1506,-1,700,2.9%

# Given field by field: part of the list above
COc1cc(/C=N/N=C(/N)c2nonc2N)cc(Br)c1OCc1cccc(C)c1
  PhoP inhibition: 4%
  Dynein cargo inh: -0.38
  Dynein cargo inh cytoplasmic EGFP: 0.01
  Dynein cargo inh nuclear GR-EGFP: 0.11
  Dynein cargo inh cell count: 0.44
  b-catenin transl: -0.4
  b-catenin transl cell count 5 µM: 1162
  MT stabilize HCS: 1.4
  MT stabilize HCS Hoechst-high %: 1.0
  MT stabilize HCS cytotoxicity %: 5.4
  Autophagy mod: i
  Autophagy mod cell loss 18 h: 5
  T cell modulator: i
  T cell modulator vesicle-bound %: 18
  Insulin prom up: -0.71
  Insulin prom up cell count: 801
  Hep lipid drop: -3
  Hep lipid drop cells 6.5 µM: 825
  CSM14.1 death rescue: -0.9%

CCCSc1nnc(CN2CCOCC2)n1C
  PhoP inhibition: 12%
  Dynein cargo inh: -0.43
  Dynein cargo inh cytoplasmic EGFP: -0.19
  Dynein cargo inh nuclear GR-EGFP: -0.22
  Dynein cargo inh cell count: 0.63
  b-catenin transl: -0.3
  b-catenin transl cell count 5 µM: 959
  MT stabilize HCS: 4.3
  MT stabilize HCS Hoechst-high %: 1.7
  MT stabilize HCS cytotoxicity %: 4.0
  Autophagy mod: i
  Autophagy mod cell loss 18 h: 4
  T cell modulator: i
  T cell modulator vesicle-bound %: 42
  Insulin prom up: 0.29
  Insulin prom up cell count: 1654
  Hep lipid drop: 6
  Hep lipid drop cells 6.5 µM: 683
  CSM14.1 death rescue: -3.3%
